Source: PubChem
PLAP activator – PLAP enzyme activators, biochemical, luminescence, HTS; purified PLAP enzyme, luminescent substrate read-out; hits give high values; Alkaline phosphatase, placental type (Homo sapiens), P05187; hit rate 1.2% among 96,000; activation fold at 20 µM; AID 696, 2007; in the data active means activation fold above about 2
E coli WT exp – growth inhibitors of wild-type E. coli, primary screen, strain BW25113, expanded library, OD600. OD600 absorbance. AID 710, 2007. hit rate 0.15% among 98,000. growth inhibition, % at 100 µM;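 active means growth inhibition above about 50% at one test dose, limit read from the data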;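 further: growth measured after 20 h incubation at 37 °C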
FAK blocker – FAK kinase inhibitors, primary screen, biochemical. Focal adhesion kinase 1 (Homo sapiens), Q05397. biochemical FAK kinase activity assay. inhibition, %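 (tested at 7 µM)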. hit rate 0.84% among 97,000. AID 727, 2007; in the data active means inhibition above about 19%;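 further: 0% = DMSO and 100% = reference compound high control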
Target sequence (Q05397 whole entry, looked up): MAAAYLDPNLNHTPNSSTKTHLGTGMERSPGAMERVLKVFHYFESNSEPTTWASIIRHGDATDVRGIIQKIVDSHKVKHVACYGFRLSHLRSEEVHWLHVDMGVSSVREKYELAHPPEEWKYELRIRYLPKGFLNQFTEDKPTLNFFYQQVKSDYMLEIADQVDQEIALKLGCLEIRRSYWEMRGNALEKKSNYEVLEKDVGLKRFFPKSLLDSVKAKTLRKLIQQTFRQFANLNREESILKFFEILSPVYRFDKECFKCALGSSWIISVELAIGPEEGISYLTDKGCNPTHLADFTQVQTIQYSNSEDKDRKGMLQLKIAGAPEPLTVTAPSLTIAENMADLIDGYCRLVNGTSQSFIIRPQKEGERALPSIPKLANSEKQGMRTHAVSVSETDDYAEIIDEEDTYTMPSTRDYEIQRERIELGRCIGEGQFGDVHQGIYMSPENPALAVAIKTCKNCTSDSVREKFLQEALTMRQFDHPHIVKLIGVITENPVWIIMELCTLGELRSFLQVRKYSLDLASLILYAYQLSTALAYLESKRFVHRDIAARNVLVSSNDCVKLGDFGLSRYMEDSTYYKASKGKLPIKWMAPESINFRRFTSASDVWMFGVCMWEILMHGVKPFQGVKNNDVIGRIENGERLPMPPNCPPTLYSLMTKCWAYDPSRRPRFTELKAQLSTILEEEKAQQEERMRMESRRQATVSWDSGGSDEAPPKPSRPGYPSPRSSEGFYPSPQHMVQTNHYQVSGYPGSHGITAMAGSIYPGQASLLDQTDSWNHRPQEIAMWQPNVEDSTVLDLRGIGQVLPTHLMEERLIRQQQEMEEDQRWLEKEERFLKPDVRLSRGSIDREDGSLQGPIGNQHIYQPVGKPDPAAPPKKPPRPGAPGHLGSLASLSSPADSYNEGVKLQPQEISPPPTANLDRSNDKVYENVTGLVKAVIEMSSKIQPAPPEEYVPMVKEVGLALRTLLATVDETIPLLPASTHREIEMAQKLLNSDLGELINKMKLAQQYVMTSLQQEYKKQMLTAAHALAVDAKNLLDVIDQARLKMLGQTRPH
MT1-MMP txn act – MT1-MMP promoter reporter activation – cell-based, luciferase luminescence, primary screen. HT1080 MT1-MMP promoter luciferase reporter, overnight; hits give high values. activation factor at 10 µM. hit rate 0.16% among 86,000. AID 750, 2007;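 active means activation factor of at least 2 for MT1-MMP transcription at 10 µM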
Mac1 fbg enh – enhancers of CD11b/CD18 adhesion to fibrinogen, primary screen, K562 cells, luminescence; Integrin beta-2 (Homo sapiens) + Integrin alpha-M (Homo sapiens), P05107+P11215; ATPlite luminescence; activation, % at 10 µM; hit rate 0.07% among 93,000; AID 1499, 2009;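 active means 10 µM primary screen giving 50% or more activity, confirmed by 40% or more on retest at that dose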; further: strong numbers were not always called active; reference of the scale not given here
ERa SRC1 pot – enhancers of ERα–SRC-1 coactivator binding, primary screen, biochemical, TR-FRET, ERα LBD, low estradiol; coactivator binding (% of control), % at 25.6 µM; AID 639, 2007; TR-FRET ERalpha-LBD/SRC-Cy5 coactivator binding, 2 h; 100 = basal binding, no effect; hit rate 1.3% among 86,000; in the data active means activity above about 200%;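 further: binding measured in presence of low estradiol as agonist stimulus; 0% = peptide alone without receptor and 100% = receptor with peptide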
ERb SRC1 inh – inhibitors of ERβ-SRC1 coactivator interaction, primary screen, biochemical, TR-FRET, ERβ LBD, SRC-1 peptide; inhibition, % at 25.6 µM; TR-FRET ER-beta LBD / SRC1-Cy5 peptide binding; receptor agonist-loaded with 1 µM estradiol; hit rate 1.3% among 86,000;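 active means compounds whose percent inhibition of the receptor-coactivator binding signal exceeds about 50% in the single-dose screen, limit read from the data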;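 further: 0% = receptor plus peptide wells without compound and 100% = peptide-only wells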
Mac1 fbg inh – inhibitors of CD11b/CD18 adhesion to fibrinogen, primary screen, K562 cells, luminescence | ATPlite luminescence; Mn2+ added to activate the integrin | hit rate 0.54% among 93,000 | inhibition, % at 10 µM | Integrin beta-2 (Homo sapiens) + Integrin alpha-M (Homo sapiens), P05107+P11215;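 active means primary inhibition of 50% or more at 10 µM, then 40% or more on retest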; further: some results filed as inactive read as strong as hits
ERa coact inh – ERα–SRC-1 coactivator interaction inhibitors, primary screen, biochemical, TR-FRET, ERα LBD, estradiol-bound; hit rate 1.7% among 86,000; TR-FRET ER-alpha LBD / SRC-1 peptide; inhibition, % at 25.6 µM; AID 629, 2007; Estrogen receptor (Homo sapiens), P03372; in the data active means inhibition above about 50%;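 further: 0% = receptor plus peptide control and 100% = peptide only without receptor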
Starred values were filed as active, the others as inactive; / = not tested or not shown; [ ] = dose if it differs, or a comment.

cpd	compound	Mac1 fbg inh	ERa SRC1 pot	Mac1 fbg enh	MT1-MMP txn act	ERb SRC1 inh	E coli WT exp	PLAP activator	FAK blocker	ERa coact inh
1	CCn1c(SCC(=O)NCCc2ccc(OC)c(OC)c2)nc2c1c(=O)n(C)c(=O)n2C	2	113	0	1	-1	3	1.3	-6	-5
2	CCOC(=O)C1C(=O)CC(C)(O)C(C(=O)OCC)C1c1ccc(OC)cc1 (stereo unspecified)	1	119	-4	/	2	2	1.1	-2	-6
3	CCC(=O)Nc1cccc(NC(=O)CSc2nnnn2C)c1	-9	141	-2	1	-5[fluorescence artefact?]	8	1	-3	-7
4	COc1cc(C)c(S(=O)(=O)N2CCCC2)cc1C	-9	131	-1	/	-9[fluorescence artefact?]	6	1	3	-12
5	CCc1ccc(N2CC(C)Cn3c2nc2c3c(=O)n(CCN3CCOCC3)c(=O)n2C)cc1 (stereo unspecified)	/	103	/	1	-2	3	1.3	0	-4
6	CC(=O)c1ccc(NC(=O)CSc2nccn2CCc2ccccc2)cc1	7	106	-2	/	-24	-2	0.7	6	-13
7	CCCCCCN1Cc2ccccc2C1	/	93	/	1.2	0	3	1.1	-2	11
8	CC1CCCN(c2nc3c(c(=O)[nH]c(=O)n3C)n2CCCc2ccccc2)C1 (stereo unspecified)	3	81	2	1.2	-1	0	1.5	/	-2
9	O=C(CSc1nc2c(c(=O)[nH]1)CCCC2)Nc1ccc(Cl)cc1F	5	94	-1	1.2	-14	-14	1.3	-1	2
10	O=C(NCc1cccs1)c1noc2c1CCCC2	-10	113	4	1.1	-11	10	1	/	-5
11	COCCN(C(=O)Nc1ccccc1)c1ccccc1C	/	112	/	1	-2	-6	/	-8	-3
12	O=C(NCCCNC(=O)c1cccs1)c1cccs1	-17	95	-1	1	4	9	0.9	7	-3
13	COc1ccc(-c2nnc3n2N=C(C)CS3)cc1	/	117	/	1	-9	-2	1.2	-3	2
14	CC(=O)Nc1ccc(S(=O)(=O)N2CCN(S(=O)(=O)N3CCCCCC3)CC2)cc1	1	122	-2	1	-8	-6	0.9	-2	-8
15	COc1ccc(CCNC(=O)CN2CCN(c3cccc(C(F)(F)F)c3)CC2)cc1	-1	/	0	/	/	0	1.5	0	/
16	O=C(O)CCn1[nH]c(=O)ccc1=O	/	109[fluorescence artefact?]	/	1.1	-9	-7	/	-3	-7
17	CC1=C(C#N)C(C(F)(F)F)(C(F)(F)F)N=C(c2ccco2)N1	-11	106[fluorescence artefact?]	13	1.1	-8	4	0.9	-1	5
18	Cc1cc(C(=O)CSc2nnnn2-c2ccccc2)c(C)n1CCc1ccccc1	7	111	0	1.1	0[fluorescence artefact?]	-9	0.7	2	4[fluorescence artefact?]
19	COc1ccc(C2CC(=O)C=C(NC3CCCC3)C2)cc1 (stereo unspecified)	/	104	/	1.2	11[fluorescence artefact?]	/	/	2	15
20	CSc1nc(NC(C)C)nc(N2CCOCC2)n1	-1	105	-2	1.2	39	4	0.7	0	13

Some of these compounds in order of count of non-hydrogen atoms, low to high.
cpd	compound	Mac1 fbg inh	ERa SRC1 pot	Mac1 fbg enh	MT1-MMP txn act	ERb SRC1 inh	E coli WT exp	PLAP activator	FAK blocker	ERa coact inh
16	O=C(O)CCn1[nH]c(=O)ccc1=O	/	109[fluorescence artefact?]	/	1.1	-9	-7	/	-3	-7
7	CCCCCCN1Cc2ccccc2C1	/	93	/	1.2	0	3	1.1	-2	11
4	COc1cc(C)c(S(=O)(=O)N2CCCC2)cc1C	-9	131	-1	/	-9[fluorescence artefact?]	6	1	3	-12
12	O=C(NCCCNC(=O)c1cccs1)c1cccs1	-17	95	-1	1	4	9	0.9	7	-3
19	COc1ccc(C2CC(=O)C=C(NC3CCCC3)C2)cc1 (stereo unspecified)	/	104	/	1.2	11[fluorescence artefact?]	/	/	2	15
17	CC1=C(C#N)C(C(F)(F)F)(C(F)(F)F)N=C(c2ccco2)N1	-11	106[fluorescence artefact?]	13	1.1	-8	4	0.9	-1	5
9	O=C(CSc1nc2c(c(=O)[nH]1)CCCC2)Nc1ccc(Cl)cc1F	5	94	-1	1.2	-14	-14	1.3	-1	2
2	CCOC(=O)C1C(=O)CC(C)(O)C(C(=O)OCC)C1c1ccc(OC)cc1 (stereo unspecified)	1	119	-4	/	2	2	1.1	-2	-6
8	CC1CCCN(c2nc3c(c(=O)[nH]c(=O)n3C)n2CCCc2ccccc2)C1 (stereo unspecified)	3	81	2	1.2	-1	0	1.5	/	-2
14	CC(=O)Nc1ccc(S(=O)(=O)N2CCN(S(=O)(=O)N3CCCCCC3)CC2)cc1	1	122	-2	1	-8	-6	0.9	-2	-8
18	Cc1cc(C(=O)CSc2nnnn2-c2ccccc2)c(C)n1CCc1ccccc1	7	111	0	1.1	0[fluorescence artefact?]	-9	0.7	2	4[fluorescence artefact?]
1	CCn1c(SCC(=O)NCCc2ccc(OC)c(OC)c2)nc2c1c(=O)n(C)c(=O)n2C	2	113	0	1	-1	3	1.3	-6	-5
5	CCc1ccc(N2CC(C)Cn3c2nc2c3c(=O)n(CCN3CCOCC3)c(=O)n2C)cc1 (stereo unspecified)	/	103	/	1	-2	3	1.3	0	-4

The list goes on:
cpd	compound	Mac1 fbg inh	ERa SRC1 pot	Mac1 fbg enh	MT1-MMP txn act	ERb SRC1 inh	E coli WT exp	PLAP activator	FAK blocker	ERa coact inh
21	Oc1c(Cl)cc(Cl)cc1C(C#Cc1ccccc1)N1CCOCC1 (stereo unspecified)	-3	/	-6	/	/	-8	1.2	4	/
22	CCOc1ccc2nc(NC(=O)C(CC)Sc3nc(C)cc(=O)[nH]3)sc2c1 (stereo unspecified)	28	110	-2	1.2	21[fluorescence artefact?]	-2	1.3	-2	-2
23	Cc1ccc(CSCC(=O)Nc2ccc3c(c2)OCO3)cc1	1	90[fluorescence artefact?]	-3	1.1	-2	3	1	-1	3
24	O=C(Cn1nnc(-c2ccccc2NC(=O)c2ccco2)n1)Nc1ccccc1	-22	286*[fluorescence artefact?]	2	1	43[fluorescence artefact?]	-7	1.2	/	60*[fluorescence artefact?]
25	O=C(NCCCN1CCCC1=O)c1ccc(CNS(=O)(=O)c2ccc(F)cc2)cc1	/	93	/	1.1	-7	1	1	-5	-3
26	Cc1ncsc1CCSc1nc2ccccc2c(=O)n1C	0	/	-4	1.2	/	-2	1	11	/
27	CC(C)C1C(c2ccccc2)N(C)C(c2ccccc2)CC1(O)c1ccccc1 (stereo unspecified)	-4	105	3	1.2	-5	-6	0.8	-2	3
28	CCOC(=O)CSc1nc2sccc2c(=O)[nH]1	4	110	-2	1.3	0	-4	0.9	0	29
29	CN(C)C(=O)CSc1nnc(CCCCCNC(=O)OC(C)(C)C)o1	-25	119	-1	1.2	-13	0	1.2	3	-3
30	CCOc1ccc(C2OC(=O)Cc3cc(OC)c(OC)cc32)cc1 (stereo unspecified)	-2	/	-4	/	/	6	1	-3	/
31	Cc1noc(C)c1S(=O)(=O)NCC(=O)O	-2	109[fluorescence artefact?]	0	0.9	-2	4	1	-12	-8
32	CC(C)Oc1nnnn1-c1ccccc1	-14	90	6	1.1	5	1	1	-8	-3
33	CCOC(=O)C1CCN(S(=O)(=O)c2cccc(-c3csc(C)n3)c2)CC1	10	113	-1	1.2	2[fluorescence artefact?]	3	0.8	3	-3[fluorescence artefact?]
34	O=C(Nc1ccc2nc(-c3cccnc3)[nH]c2c1)C1CCCCC1	/	108	/	1.3	-7	/	/	5	-4
35	CCCS(=O)(=O)Nc1cc(C(F)(F)F)ccc1OCCOC	-28	124	0	1.1	5[fluorescence artefact?]	3	0.9	-4	0[fluorescence artefact?]
36	CCOc1ccc(C2CC(c3ccc(CC)cc3)n3nc(N)nc3N2)cc1 (stereo unspecified)	8	97	-1	1.3	0[fluorescence artefact?]	-2	1.3	/	3
37	O=C(COc1cccc2cccnc12)N1CCc2ccccc2C1	4	96	-3	1.1	9	11	1.1	-3	-1
38	Cc1cc(NC(=O)C2CCN(S(=O)(=O)c3cccs3)CC2)no1	4	100	-1	1.1	5	1	0.8	-4	5
39	Cc1cc(C)n(C(=O)CSc2nc3ccccc3o2)n1	79	105	1	1.3	24	-7	1.2	/	18
40	COc1ccc(NC(=O)Nc2nnc(C(C)C)s2)cc1	27	106	-2	1.6	-19	6	1	3	-49
41	Cc1cnc(C(=O)Nc2ccc(F)cc2)cn1	/	102	/	1.3	0	4	0.9	5	-7
42	CC1(C)CC(=O)C(C=NCCC2=CCCCC2)=C(O)C1	12	124	-1	1.1	-3	0	1	-2	-8
43	Cc1nc(OCc2ccccc2)c2sc3nc4c(cc3c2n1)COC(C)(C)C4	-4	99	1	1.3	-5	-1	1	2	-2
44	O=C(OCc1cccc2ccccc12)C1CC(=O)N(c2ccccc2)C1 (stereo unspecified)	-6	105	-6	1.1	-2[fluorescence artefact?]	-2	0.8	-1	3[fluorescence artefact?]
45	Cc1ccc(S(=O)(=O)NCC(C)NS(C)(=O)=O)cc1 (stereo unspecified)	-36	91	0	1.1	-2	-12	1.1	-1	11[fluorescence artefact?]
46	Cc1ccc(-c2noc(CN(C(=O)c3cccs3)C(C)C)n2)cc1	6	84	-2	1	17[fluorescence artefact?]	-2	1.3	-1	20
47	O=C(CN(Cc1ccco1)C(=O)Cn1nnc(-c2cccs2)n1)NCc1ccccc1	-12	113	-1	1	-3	-4	0.8	-7	1
48	COc1ccccc1NS(=O)(=O)c1ccc(NC(=O)c2nc3ncccn3n2)cc1	10	93	-1	1.1	27	-6	1	-1	-4
49	COC(=O)CSc1nnc(Cc2ccccc2)n1-c1ccc(C)cc1	/	112	/	1.5	-8	/	/	0	-10
50	CC(=O)Oc1ccccc1-c1nc(C)nc(N(C)C(C)=O)n1	-9	98[fluorescence artefact?]	-1	1.4	14	-3	1	/	3[fluorescence artefact?]
51	O=c1[nH]cnc2c1nc(SCc1ccccc1)n2C1OC(CO)C(O)C1O (stereo unspecified)	/	109	/	1.1	0	2	1.2	-4	-6
52	Cc1cccc(C(=O)Nc2cccc(-c3cnc4ccccc4n3)c2)c1	4	/	3	/	/	2	0.9	-3	/
53	CCn1c(-c2cc(-c3cccc(OC)c3)nc3ccccc23)n[nH]c1=S	6	/	1	/	/	4	/	1	/
54	CCCOc1cc(C)c(S(=O)(=O)n2nnc3ccccc32)cc1C	2	97	-7	1	0[fluorescence artefact?]	2	1	-2	3
55	O=C(O)C1CC(=O)N(Cc2cccs2)C1 (stereo unspecified)	8	121	-1	1.2	-10	3	1.1	1	-6
56	Cc1ccc(-c2nc(C#N)c(NCCc3ccccn3)o2)cc1	5	113	-1	1.2	-2	-1	1	-5	-3
57	COc1ccc(C2CC(C(F)(F)F)n3nc(CO)c(Cl)c3N2)cc1OC (stereo unspecified)	8	108	-5	1.1	-3	1	1.2	-7	-1
58	CC(C)C(=O)Nc1cccc(C(=O)Nc2nncs2)c1	-2	106	-1	1.1	1	-7	1.1	3	-2
59	Oc1oc(-c2ccccc2)nc1C=Nc1cccc2ccccc12	-9	113[fluorescence artefact?]	-3	1.3	-15	-17	1.1	0	-5
60	COC(=O)c1ccc(Cl)c(-c2ccc(/C=N/NC(=O)Nc3ccccc3)o2)c1	2	/	2	/	/	-9	0.9	0	/
61	CC(C)(C)c1ccc(OCCON2C(=O)CCC2=O)c(Cl)c1	-26	97	-1	/	-1	-7	1	-1	-4
